Screens (PubChem BioAssay)
tim23-1 inh = tim23-1 yeast growth inhibition | 330,000 compounds, 1.3% hits | inhibition, % at 20 µM | S. cerevisiae tim23-1 growth, BacTiter-Glo luminescence, 24 h | AID 463212;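 active = growth inhibition of the mutant yeast at or above 50%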;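 also: temperature-sensitive mutant grown at 25 °C; plate controls were DMSO-treated mutant yeast for no effect and medium wells lacking yeast for full effect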
MPTP inh = blocks calcium-induced mitochondrial swelling; inhibition, % at 10 µM; AID 602449; isolated mouse mitochondria, Ca2+ swelling absorbance, 30 min; 360,000 compounds, 1.4% hits;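 active = inhibition of 50% or more, scaled per plate between neutral and stimulator controls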;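 also: 0% = DMSO wells given calcium and 100% = 1 mM EGTA wells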
GRIN3A LBD mod = modulates the human NR3A ligand-binding domain. NR3A LBD differential scanning fluorimetry, Tm shift; 0% = protein alone, 100% = glycine-bound protein. Tm shift relative to glycine control, % at 25 µM. 340,000 compounds, 2.5% hits;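 active = melting temperature shift of at least 10% of the positive control shift, at one fixed dose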
tim10-1 inh = growth inhibitors of tim10-1 mutant yeast | inhibition, % at 20 µM | S. cerevisiae tim10-1 ts strain growth, BacTiter-Glo, 24 h | 330,000 compounds, 2.2% hits;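 active = inhibition of at least 40%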;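 also: mutant grown at 25 °C; 0% = DMSO wells with yeast and 100% = wells holding no yeast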
APJ antagonist = antagonists of human APJ apelin receptor. P35414. CHO-K1 APJ beta-arrestin complementation, luminescence. inhibition, % at 20 µM. 330,000 compounds, 0.32% hits;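 active = inhibition above about 40% at 20 µM, limit read from the data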;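 also: cells challenged with 10 nM apelin-13 agonist together with compound; plate controls were apelin-13 plus DMSO wells for no effect and DMSO wells lacking apelin-13 for full effect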
Target sequence (P35414 whole entry, looked up): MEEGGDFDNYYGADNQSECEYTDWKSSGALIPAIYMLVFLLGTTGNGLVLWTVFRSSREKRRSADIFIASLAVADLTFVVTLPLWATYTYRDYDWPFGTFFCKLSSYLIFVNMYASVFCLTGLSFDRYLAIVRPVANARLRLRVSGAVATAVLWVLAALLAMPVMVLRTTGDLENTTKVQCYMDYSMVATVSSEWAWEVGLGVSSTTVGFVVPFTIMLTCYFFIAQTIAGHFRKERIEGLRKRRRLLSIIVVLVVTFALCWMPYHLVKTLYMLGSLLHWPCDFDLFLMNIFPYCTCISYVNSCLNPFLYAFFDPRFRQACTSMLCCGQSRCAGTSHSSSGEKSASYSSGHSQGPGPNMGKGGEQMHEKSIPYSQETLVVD
TIM10 inh = TIM10 yeast growth inhibition; inhibition, % at 10 µM; S. cerevisiae TIM10 strain growth, BacTiter-Glo luminescence, 24 h; 330,000 compounds, 1.4% hits; AID 463195;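 active = inhibition of 40% or more at the single tested concentration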;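 also: wild-type TIM10 isogenic control strain grown at permissive 25 °C; 0% = DMSO yeast wells and 100% = minimal medium wells without yeast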
MIN6 prolif = induces beta-cell replication in MIN6 cells; 330,000 compounds, 0.29% hits; proliferation, % at 10 µM; MIN6 cells proliferation, ATPlite luminescence, 48 h; cells starved in 0.2% serum; 100% = growth in 10% serum;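 active = compounds whose signal lies at least 3.5 SD above the mean of all wells on their plate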;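 also: 0% = DMSO-treated cells in low-serum medium and 100% = 10% serum control; some compounds called inactive have numbers as strong as hits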
NLRP3 yeast inh = blocks the NALP3 inflammasome reconstituted in yeast; 330,000 compounds, 0.39% hits; inhibition, % at 10 µM; Yeast reconstituted NLRP3/ASC/caspase-1, beta-gal luminescence, 24 h;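 active = inhibition of 50% or more; inactive = inhibition below 50%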;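 also: plate controls were induced DMSO wells for no effect and uninduced yeast grown without galactose for full effect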
APJ ag = agonists of human APJ apelin receptor. 330,000 compounds, 0.11% hits. AID 2520. CHO-K1 APJ PathHunter beta-arrestin, luminescence; 0% DMSO wells, 100% apelin. activation, % at 20 µM. P35414;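 active = activation more than six SD over the plate average, tested at 20 µM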;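 also: 0% = DMSO alone and 100% = apelin-13 at 10 nM; some results filed as inactive read as strong as hits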
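Material: engineered CHO-K1 APJ arrestin reporter cells; amount: 1000 CHO-K1 reporter cells seeded per well; incubation: compound stimulation 90 min at 25 °C, detection 60 min; signal: luminescent beta-gal fragment complementation, chemiluminescent substrate; read-out basis: APJ agonist activity; controls: DMSO-only wells as negative, 10 nM Apelin-13 as positive control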
Numbers without * were called inactive; . = no result given. The order is random, and some 7.2% of all compounds hit somewhere here.

SMILES	TIM10 inh	APJ ag	MIN6 prolif	tim10-1 inh	MPTP inh	APJ antagonist	GRIN3A LBD mod	tim23-1 inh	NLRP3 yeast inh
O=C1NC(c2ccccc2)(C(F)(F)F)SC2=NCCCN12 (stereo unspecified)	1	-3	-1	1	-1.2	9	-10	-5	16
CN(C)c1ccc(C(CNS(=O)(=O)c2ccc3ccccc3c2)N2CCOCC2)cc1 (stereo unspecified)	9	5	1	3	-0.5	4	2	15	12
Nc1nc(Br)c2c(F)cccc2c1-c1ccc(Cl)cc1	-8	-4	-3	17	0.4	-21	0	-7	6
N#CC1=C(SCC(=O)Nc2ccccc2)NC(=O)CC1c1ccco1 (stereo unspecified)	10	-5	-2	5	1.7	0	-32	17	16
Nc1nc2ccccc2n1/N=C/c1ccc2c(c1)OCO2	17	-4	-1	1	1.6	-12	0	13	8
Cc1ccnc(NS(=O)(=O)c2ccc(NC(=O)c3cc(-c4ccc(Br)cc4)nc4ccccc34)cc2)n1	11	-2	-5	4	2.9	16	6	-6	2
CCOc1ccc(NC(=S)NC(C)C(c2ccccc2)N2CCN(C)CC2)cc1 (stereo unspecified)	-4	-2	-2	16	6.5	22	1	-2	18
CC(C)N1CC2(c3ccccc3)CN(C(C)C)CC(c3ccccc3)(C1)C2=O	8	-4	-4	6	-0.9	2	0	12	2
CC(C)NCCOc1cccc(Br)c1	-2	-1	0	9	-2.6	8	3	4	-2
Cc1c(NC(=O)/C(C#N)=C/c2ccccc2)c(=O)n(-c2ccccc2)n1C	10	-5	1	11	-0.9	1	-2	5	1
CN(C)CCn1c2c(c(SCC(=O)NCc3ccccc3)nc1=O)CCC2	8	1	-3	0	-1.0	-39	-1	-4	4
CCOC(=O)C1(CCOc2ccccc2)CCN(Cc2cccc3nonc23)CC1	24	-3	-5	25	-1.0	0	2	24	13
Cc1ccc(C(=O)OCC(=O)N(C)c2ccccc2)c(C)c1	18	-5	0	57*	0.2	-5	2	52*	13
CCOc1ccc(/C=C2\SC(=S)N(NS(=O)(=O)c3ccccc3)C2=O)cc1OC	13	-1	2	21	7.4	21	-5	32	-13
COc1ccc(SCc2noc(C(=O)NCC3CCCO3)c2C(=O)O)cc1 (stereo unspecified)	9	3	-3	1	-0.9	0	1	5	-1
COc1ccc(NC(=O)N2CCCC2C(=O)Nc2ccccc2)cc1 (stereo unspecified)	8	-1	4	3	-0.5	-1	0	11	8
Cc1c(-c2nc(-c3ccc(C(C)(C)C)cc3)no2)n(C)oc1=O	-1	7	-1	17	5.2	-21	1	7	41
Cc1ccc(C)c(N2CN(Cc3ccco3)CNC2=S)c1	15	-3	-3	23	0.0	-4	3	15	8
Cc1ccc(-c2nnc(OCC3CCCO3)c3ccccc23)cc1 (stereo unspecified)	-3	-2	1	9	0.4	3	0	36	17
COc1ccccc1OCCCC(=O)NCc1ccco1	-5	-1	0	12	1.7	19	1	8	-8
O=C(O)C1CCCCC1C(=O)Nc1nc(-c2cccs2)cs1 (stereo unspecified)	1	-2	-3	-13	-1.8	-7	-1	5	6
COc1cccc(C(=O)Cn2c(NCCCO)nc3ccccc32)c1	-5	0	-4	-2	0.1	-5	-1	-8	12
O=C(CS(=O)(=O)c1ccccc1)Nc1ncc([N+](=O)[O-])s1	6	-2	-3	-9	-0.1	35	1	1	23
Cc1ccc(S(=O)(=O)N(CC(=O)Nc2cccc([N+](=O)[O-])c2)C(=O)N2CCN(C)CC2)cc1	0	-1	-2	1	-0.3	-54	2	8	-3
CCN(CC(=O)Nc1cc(Cl)ccc1C)C(=O)C1CC1	3	-5	-1	-11	-0.6	-2	1	-2	13
COc1ccccc1-c1cc(C(=O)N/N=C/c2cccs2)c2ccccc2n1	25	2	0	29	-0.3	8	-6	37	11
CCCCn1c2nc3ccccc3nc2c2c(=O)n(C(C)CC)cnc21 (stereo unspecified)	30	5	1	36	-3.4	15	-4	36	-4
C/C(=N\Nc1ccccc1[N+](=O)[O-])c1ccc(N2CCOCC2)cc1	2	-1	-3	9	2.2	11	1	10	-4
CN(C)S(=O)(=O)c1cccc(NC(=O)CSc2cccc3cccnc23)c1	16	-6	-4	34	0.7	11	1	41	16
CCn1cc(SCC(=O)N2CCc3ccccc32)c2ccccc21	-9	-6	-3	14	0.9	5	0	13	27
CCN(CC)S(=O)(=O)c1ccc(N2CCOCC2)c(NC(=O)CC(C)(C)C)c1	0	-4	-2	5	1.7	0	1	3	5
CC(C)Cc1nc(SCc2cccnc2)c2c(=O)n(C)c(=O)n(C)c2n1	-1	-3	-3	13	-2.1	-16	1	35	60*
Cc1ccc(CC2S/C(=N/c3ccccn3)NC2=O)cc1 (stereo unspecified)	4	-2	-4	-6	-0.7	3	2	-16	15
CNC(=S)N(CCCO)Cc1cc2cc3c(cc2[nH]c1=O)OCO3	-1	-2	-5	-5	0.3	-5	0	8	15
N#Cc1cc(C(=O)c2cc(Br)ccc2O)cn(C2CCCCC2)c1=O	7	5	-6	18	94*	-23	2	22	-3
O=C(Cn1cnc2ccccc2c1=O)NCc1ccco1	-17	2	-4	-6	-1.0	3	-8	-12	16
CCOc1cc(CNCc2ccccn2)cc(Cl)c1OCC	9	1	0	18	-0.2	3	0	-11	3
CCCCC(=O)Nc1ccc2c3c(cccc13)CC2	0	-2	-2	17	1.2	0	1	32	20
CC(C)n1nc(C(=O)NC2CCCCCC2)c2ccccc2c1=O	3	5	-3	22	-0.4	6	0	36	-32
O=C(O)c1ccccc1/C=N/NC(=S)NC1CCCCC1	-18	-1	-4	12	0.5	10	0	11	7
CCOCC(=O)Nc1ccccc1C(=O)N1CCOCC1	-11	-3	-3	16	-0.3	14	-2	6	6
CCOC(=O)CSc1ccc(S(=O)(=O)N(C)C2CCCCC2)cc1[N+](=O)[O-]	32	2	-3	28	3.9	-15	-4	31	14
COc1ccc(Nc2ccc(S(=O)(=O)N3CCCCCC3)cc2[N+](=O)[O-])cc1	22	1	-5	10	9.6	10	6	10	4
CC[C@]12c3[nH]c4ccc(Cl)cc4c3CCN1C(=O)[C@@H](CC(=O)NCCCn1ccnc1)C[C@@H]2C(=O)N1CCN(C(=O)C2CC2)CC1	0	.	.	-1	-0.2	.	0	30	.
CCOC(=O)c1c(C)[nH]c(C(=O)CSc2nc(C)cc(C)n2)c1C	-22	0	1	12	16	17	-1	-3	14
COc1cc(C(=O)NNc2nc3cc4c(cc3s2)OCO4)cc(OC)c1OC	2	12	2	18	0.3	-4	-2	4	5
CC(C)C(C)(C#N)NC(=O)CN1C(=O)NC2(CCCc3ccccc32)C1=O (stereo unspecified)	-9	2	-1	-17	-0.7	-16	-1	-12	-2
COc1ccc(CC2(CO)CCN(S(=O)(=O)c3cccc4cccnc34)CC2)cc1	-4	1	-1	12	-0.8	21	-1	6	10
CCOC(=O)N1CCN(S(=O)(=O)N2CCCC(C(=O)NCCCN3CC(C)CC(C)C3)C2)CC1 (stereo unspecified)	15	9	-2	16	0.5	-7	0	3	7
COc1ccc(OC)c(Nc2c3ccccc3nc3ccccc23)c1	15	-7	-5	20	3.6	15	.	13	7

Next entries follow.
SMILES	TIM10 inh	APJ ag	MIN6 prolif	tim10-1 inh	MPTP inh	APJ antagonist	GRIN3A LBD mod	tim23-1 inh	NLRP3 yeast inh
COc1cccc(NC(=O)CN(C)C(=O)/C=C/c2cc(OC)ccc2OC)c1	5	1	0	2	2.1	-10	-3	11	3
CN(C)Cc1c(C(C)(C)O)[nH]c2ccc(C(F)(F)F)cc12	1	-3	0	-4	-1.9	9	1	8	-2
CCOc1ccc(-c2cc(CCCC(=O)Nc3cc(OC)ccc3OC)no2)cc1	21	4	-2	-2	-0.5	-9	-3	5	11
Cc1cc(NC(=O)COC(=O)C2COc3ccccc3O2)no1 (stereo unspecified)	3	-8	2	2	-2.2	-1	0	-1	-4
Cc1c(NC(=O)c2ccc(Br)s2)c(=O)n(-c2ccccc2)n1C	-8	-6	-3	26	-1.8	1	-2	7	5
COc1ccc(Cc2nnc(NC(=O)c3cccs3)s2)cc1	-3	0	-1	-11	-8.0	5	-1	7	23
CC(C)NC(=O)COC(=O)c1ccc(Cl)c(S(N)(=O)=O)c1	-20	0	0	-2	-5.7	14	0	-7	4
CCn1cc(Cl)c(C(=O)Nc2ccc(OC)c(OC)c2)n1	13	-2	-3	8	-0.8	2	0	12	13
CC1CCN(C(=O)c2cc(N3C(=O)C4C5CCC(C5)C4C3=O)ccc2Cl)CC1 (stereo unspecified)	6	1	-2	21	.	5	.	12	6
CCOC(=O)C1=C(COC(=O)CCc2ccc(F)cc2)NC(=O)NC1C (stereo unspecified)	-7	-2	2	2	-2.3	0	-2	6	4

Shown with values under each structure: entries from further up.
Fields: TIM10 inh | APJ ag | MIN6 prolif | tim10-1 inh | MPTP inh | APJ antagonist | GRIN3A LBD mod | tim23-1 inh | NLRP3 yeast inh
> COc1ccc(OC)c(Nc2c3ccccc3nc3ccccc23)c1
→ 15 | -7 | -5 | 20 | 3.6 | 15 | . | 13 | 7
> COc1cccc(NC(=O)CN(C)C(=O)/C=C/c2cc(OC)ccc2OC)c1
→ 5 | 1 | 0 | 2 | 2.1 | -10 | -3 | 11 | 3
> CN(C)Cc1c(C(C)(C)O)[nH]c2ccc(C(F)(F)F)cc12
→ 1 | -3 | 0 | -4 | -1.9 | 9 | 1 | 8 | -2
> CCOc1ccc(-c2cc(CCCC(=O)Nc3cc(OC)ccc3OC)no2)cc1
→ 21 | 4 | -2 | -2 | -0.5 | -9 | -3 | 5 | 11
> Cc1cc(NC(=O)COC(=O)C2COc3ccccc3O2)no1 (stereo unspecified)
→ 3 | -8 | 2 | 2 | -2.2 | -1 | 0 | -1 | -4
> Cc1c(NC(=O)c2ccc(Br)s2)c(=O)n(-c2ccccc2)n1C
→ -8 | -6 | -3 | 26 | -1.8 | 1 | -2 | 7 | 5
> COc1ccc(Cc2nnc(NC(=O)c3cccs3)s2)cc1
→ -3 | 0 | -1 | -11 | -8.0 | 5 | -1 | 7 | 23
> CC(C)NC(=O)COC(=O)c1ccc(Cl)c(S(N)(=O)=O)c1
→ -20 | 0 | 0 | -2 | -5.7 | 14 | 0 | -7 | 4
> CCn1cc(Cl)c(C(=O)Nc2ccc(OC)c(OC)c2)n1
→ 13 | -2 | -3 | 8 | -0.8 | 2 | 0 | 12 | 13
> CC1CCN(C(=O)c2cc(N3C(=O)C4C5CCC(C5)C4C3=O)ccc2Cl)CC1 (stereo unspecified)
→ 6 | 1 | -2 | 21 | . | 5 | . | 12 | 6
> CCOC(=O)C1=C(COC(=O)CCc2ccc(F)cc2)NC(=O)NC1C (stereo unspecified)
→ -7 | -2 | 2 | 2 | -2.3 | 0 | -2 | 6 | 4
